GSK3B inh – inhibitors of human GSK3beta kinase; P49841; GST-GSK3beta kinase, ADP-Glo luminescence, 60 min; active compounds read low; activity score (negative = inhibition), % at 10 µM; hit rate 0.038% among 300,000; AID 2097;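 active means more than half of replicate wells score below -50%, meaning over 50% inhibition versus plate controls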;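 further: 0% = median DMSO wells and -100% = median GW8510 positive control wells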
Target sequence (P49841 whole entry, looked up): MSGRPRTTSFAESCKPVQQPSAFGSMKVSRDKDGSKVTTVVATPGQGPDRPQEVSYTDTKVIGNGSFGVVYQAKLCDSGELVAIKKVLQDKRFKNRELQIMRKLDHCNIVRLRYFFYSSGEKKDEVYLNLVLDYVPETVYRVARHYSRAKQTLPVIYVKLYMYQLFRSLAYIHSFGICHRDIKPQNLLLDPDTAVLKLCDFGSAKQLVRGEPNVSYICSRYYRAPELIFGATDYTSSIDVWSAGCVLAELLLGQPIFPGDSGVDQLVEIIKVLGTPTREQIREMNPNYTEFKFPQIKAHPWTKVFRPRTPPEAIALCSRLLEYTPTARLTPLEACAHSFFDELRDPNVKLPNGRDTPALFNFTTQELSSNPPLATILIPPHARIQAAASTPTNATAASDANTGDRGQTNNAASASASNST
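Test system: GST-fused GSK3beta enzyme, cell-free | Quantity: 1.6 ng GST-GSK3beta enzyme per well | Reagent: 25 µM ATP with peptide substrate | Schedule: 60 min enzyme reaction, room temperature | Signal: Luminescent ADP-Glo measurement of ADP formed | Read-out basis: Score relative to plate controls | Control set: DMSO and 20 µM GW8510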
Platelet DG rel – platelet dense granule release activity; inhibition, %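 (compounds screened at 7.5 µM in platelet-rich plasma)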; hit rate 0.22% among 300,000; AID 1663; human platelet-rich plasma, SFLLRN dense granule ATP release, luminescence;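 active means mean replicate score, as percent of positive control, at or above 50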
KLF5 inh – inhibitors of KLF5 expression; DLD-1 KLF5 promoter-luciferase reporter, luminescence; inhibition, % at 5 µM; hit rate 0.23% among 290,000; AID 1700;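 active means inhibition above a per-plate limit of that plate's mean compound inhibition plus 3 SD, cut at about 60% in these data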;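 further: 0% = DMSO wells and 100% = LY294002 at 200 µM; higher means less KLF5 promoter-driven luciferase light; inactives centre near -14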
DYRK1A inh – blocks rat Dyrk1A kinase activity. Q63470. ADP-Glo luminescence, NFATc1 peptide. inhibition, % at 12.5 µM. hit rate 0.43% among 310,000; in the data active means inhibition above about 50%;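 further: plate controls were vehicle with enzyme for no effect and no enzyme for full effect; many of its hits are not listed in these tables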
HSF1 inh – HSF1 inhibition; NIH3T3-HGL HSE-luciferase, MG132-induced, luminescence 8 h; active compounds read low; AID 2098; hit rate 0.77% among 300,000; activity change, negative = inhibition, % at 7.5 µM (by protocol);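 active means more than half of replicate wells show activity change below -50%, luminescence cut by over half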;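 further: luciferase reports HSF-1 transcriptional activity via heat shock element; 0% = median of DMSO wells and -100% = zero luminescence signal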
HSF1 activator – increases HSF-1 driven luciferase reporter signal. NIH3T3-HGL HSF-1 luciferase reporter, MG132, 8 h; 100% = twice DMSO control signal. activation, % at 9 µM. hit rate 1.7% among 300,000;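 active means mean replicate activation of at least 50% with a set share of replicates each reaching 50%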;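 further: 0% = median of the neutral control wells and 100% = twice that signal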
aSyn UTR inh – MLPCN primary screen, SNCA 5' untranslated region | alpha-synuclein 5'UTR reporter, inhibitor activity | inhibition, % (tested at 7.5 µM) | hit rate 0.82% among 300,000 | AID 1813; in the data active means inhibition above about 60%;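 further: H4 neuroglioblastoma cells stably carrying SNCA 5'UTR luciferase fusion; 0% = DMSO wells and 100% = positive control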
HSP90 refold inh – blocks HSP90-mediated luciferase refolding in reticulocyte lysate. inhibition, % at 5.6 µM. hit rate 0.91% among 290,000. Rabbit reticulocyte lysate, luciferase refolding luminescence, 3 h;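 active means inhibition above the screen-wide mean plus 3 SD, computed separately per campaign, cut at about 16% in these data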;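 further: 0% = DMSO wells and 100% = 60 µM geldanamycin wells; inhibitors lower the luminescence because luciferase stays unfolded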
GSK3A inh – human GSK-3 alpha kinase inhibition; P49840; ADP-Glo luminescence, 60 min; inhibition, % at 10 µM; hit rate 0.1% among 320,000; AID 2650;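 in the data active means inhibition above about 50%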;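 further: GST-tagged GSK-3 alpha with peptide substrate and 25 µM ATP; 0% = DMSO neutral wells and 100% = GW8510 positive control wells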
Target sequence (P49840 whole entry, looked up): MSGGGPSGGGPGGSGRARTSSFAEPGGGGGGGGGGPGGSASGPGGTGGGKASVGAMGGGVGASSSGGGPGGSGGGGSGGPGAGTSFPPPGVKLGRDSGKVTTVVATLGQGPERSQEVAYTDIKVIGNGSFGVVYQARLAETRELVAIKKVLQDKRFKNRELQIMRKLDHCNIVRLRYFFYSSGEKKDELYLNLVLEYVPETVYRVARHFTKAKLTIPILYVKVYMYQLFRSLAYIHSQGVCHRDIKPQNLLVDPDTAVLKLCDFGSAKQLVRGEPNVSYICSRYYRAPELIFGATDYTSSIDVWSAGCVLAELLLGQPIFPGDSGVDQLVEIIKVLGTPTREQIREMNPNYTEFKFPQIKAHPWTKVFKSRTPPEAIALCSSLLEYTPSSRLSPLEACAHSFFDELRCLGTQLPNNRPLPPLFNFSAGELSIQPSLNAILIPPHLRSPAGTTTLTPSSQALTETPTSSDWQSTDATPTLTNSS
IEC-6 tox – counter-screen for KLF5 inhibitors: cytotoxicity in IEC-6 cells. IEC-6 cytotoxicity, luminescence viability. AID 1825. hit rate 0.78% among 290,000. inhibition, % at 5 µM; in the data active means inhibition above about 22%;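 further: 0% = plate median of test compound wells and 100% = cytotoxic reference compound wells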
An asterisk follows results filed as active; nt = no result given.

compound | GSK3B inh | Platelet DG rel | KLF5 inh | DYRK1A inh | HSF1 inh | HSF1 activator | aSyn UTR inh | HSP90 refold inh | GSK3A inh | IEC-6 tox
Cc1nnsc1C(=O)Nc1ccccc1 | 0 | -6 | -37 | -5 | -6 | 9 | -17 | -5 | 0 | 0
COc1ccc(CNCC(O)COc2ccc(C(C)(C)c3ccccc3)cc2)cc1 (stereo not drawn) | -2 | 14 | -11 | 1 | 109 | 194* | 10 | 3 | 0 | 0
Cc1nnc2sc(SCc3ccccc3Cl)nn2c1=O | 2 | 4 | -15 | 9 | 10 | 11 | -4 | -3 | 0 | 4
O=C(Nc1ccc(NC(=O)c2cc3ccccc3o2)cc1)c1ccc2c(c1)OCCO2 | -1 | 1 | -10 | 1 | -4 | -5 | 71* | 0 | 0 | -3
O=C(c1ccc(NS(=O)(=O)/C=C/c2ccccc2)cc1)N1CCCCC1 | 1 | -11 | nt | 15 | -4 | -19 | 11 | nt | 1 | nt
C/C(=N\Nc1ccc([N+](=O)[O-])cc1)c1cccc(N)c1 | 0 | 1 | -131 | 5 | 4 | 22 | -199 | -4 | -1 | 8
Cc1occc1C(=O)NNC(=O)C(c1ccccc1)c1ccccc1 | 0 | 7 | 2 | -7 | 2 | 0 | 16 | -1 | -6 | -2
CCOc1ccc(NC(=O)C2CC(C)=C(C)CC2C(=O)O)cc1 (stereo not drawn) | 1 | 11 | -4 | 3 | -8 | -13 | 3 | 0 | -2 | -1
COCCn1nnnc1C(c1ccccn1)N1CCN(c2cc(C)ccc2C)CC1 (stereo not drawn) | -1 | 7 | -25 | -7 | -9 | -9 | 7 | -2 | 0 | -1
Cc1cccc(N2C(=O)CSC2c2cccnc2)c1 (stereo not drawn) | 4 | 5 | 3 | 1 | 1 | 1 | 9 | 6 | -7 | 0
O=C(O)c1ccccc1NS(=O)(=O)c1cccc2nsnc12 | 0 | -15 | -15 | 12 | -5 | -5 | -10 | 8 | 7 | -7
Cn1c2ccc(F)cc2c2nnc(SCCN3CCOCC3)nc21 | 0 | -2 | -10 | -1 | 0 | -6 | -16 | 3 | nt | 1

(list continues)
compound | GSK3B inh | Platelet DG rel | KLF5 inh | DYRK1A inh | HSF1 inh | HSF1 activator | aSyn UTR inh | HSP90 refold inh | GSK3A inh | IEC-6 tox
CC12CCC(=O)N1C(C(=O)OCC(=O)Nc1cc(S(=O)(=O)N3CCCCC3)ccc1Cl)CS2 (stereo not drawn) | -3 | 0 | 10 | -2 | 3 | 8 | -4 | 1 | 0 | -2
O=C(COC(=O)c1ccco1)Nc1ccc2c(c1)OCO2 | 1 | -7 | -12 | 0 | 5 | 10 | -34 | -5 | -1 | -3
NCCc1nnc(SCC(=O)c2ccc(Cl)cc2)o1 | 1 | -2 | -6 | 6 | 1 | 8 | -19 | -4 | 1 | -1
CC1=CC(C)C2(COC(=O)Nc3ccccc3)COC(C)C1C2C (stereo not drawn) | -4 | 22 | 6 | 5 | 0 | 11 | -15 | -4 | -2 | -6
CC1CCN(CC(=O)Nc2cccc([N+](=O)[O-])c2)CC1 | 2 | 0 | -14 | -5 | -4 | -12 | 2 | 1 | -1 | -8
NS(=O)(=O)c1ccc(NC(=O)C2Cc3ccccc3C(=O)O2)cc1 (stereo not drawn) | 1 | -5 | 6 | 1 | -4 | 5 | -21 | 2 | -5 | 1
O=C(CCc1c[nH]c2ccccc12)Nc1ccc(S(=O)(=O)Nc2ncccn2)cc1 | -1 | 15 | -5 | -4 | -4 | 1 | 8 | -4 | 1 | -2
COc1ccc(-n2c(-c3ccc(Cl)cc3)c[n+]3c2CCCCC3)cc1 | -5 | -2 | -48 | -8 | -8 | -15 | -11 | 5 | 0 | 14
O=C(Nc1ccccc1)ON=C1c2ccccc2-c2ccccc21 | -28 | -6 | -51 | 22 | -1 | -3 | -106 | -4 | 0 | 1
Cc1nc2sc(C(c3cccc(F)c3)N3CCOCC3)c(O)n2n1 (stereo not drawn) | 3 | -5 | -41 | 14 | 8 | 31 | -13 | 1 | -1 | -9
Cc1c(C(Nc2ccccn2)c2ccccc2)c(=O)n(-c2ccccc2)n1C (stereo not drawn) | 5 | -3 | -15 | -1 | -13 | -14 | -14 | -1 | -4 | 0
Cc1ccc(/C=C2/C(=O)N(c3ccccc3)C(=S)N2C)o1 | -2 | -5 | -12 | 1 | -1 | 35 | -11 | 1 | -4 | -5

Some of these compounds in order of their number in GSK3B inh, high to low.
SMILES	GSK3B inh	Platelet DG rel	KLF5 inh	DYRK1A inh	HSF1 inh	HSF1 activator	aSyn UTR inh	HSP90 refold inh	GSK3A inh
Cc1c(C(Nc2ccccn2)c2ccccc2)c(=O)n(-c2ccccc2)n1C (stereo not drawn)	5	-3	-15	-1	-13	-14	-14	-1	-4
CC1CCN(CC(=O)Nc2cccc([N+](=O)[O-])c2)CC1	2	0	-14	-5	-4	-12	2	1	-1
NS(=O)(=O)c1ccc(NC(=O)C2Cc3ccccc3C(=O)O2)cc1 (stereo not drawn)	1	-5	6	1	-4	5	-21	2	-5
CC1=CC(C)C2(COC(=O)Nc3ccccc3)COC(C)C1C2C (stereo not drawn)	-4	22	6	5	0	11	-15	-4	-2
COc1ccc(-n2c(-c3ccc(Cl)cc3)c[n+]3c2CCCCC3)cc1	-5	-2	-48	-8	-8	-15	-11	5	0
O=C(Nc1ccccc1)ON=C1c2ccccc2-c2ccccc21	-28	-6	-51	22	-1	-3	-106	-4	0

More entries.
compound | GSK3B inh | Platelet DG rel | KLF5 inh | DYRK1A inh | HSF1 inh | HSF1 activator | aSyn UTR inh | HSP90 refold inh | GSK3A inh | IEC-6 tox
Cn1c(CN2CCOCC2)nnc1SCC(=O)Nc1nccs1 | 3 | -2 | -10 | -5 | -5 | 5 | 13 | 0 | 2 | -5
OCCN(CCO)Cc1ccc(Br)cc1 | 0 | 6 | -6 | 6 | 21 | 43 | 3 | 5 | -1 | 2
Cc1cc(C)nc(SCC(=O)N2CCc3ccccc32)n1 | 2 | 0 | -81 | 0 | 13 | 22 | -78 | -1 | -1 | 1
COC(=O)c1cc(C)sc1NC(=O)C1CC(=O)NN1Cc1ccccc1 (stereo not drawn) | 3 | 5 | -15 | 4 | -3 | 22 | 18 | -4 | 1 | -1
COc1ccc(CCC(=O)NNC(=O)c2ccc(OC)cc2)cc1 | 1 | 0 | 0 | 1 | -4 | 10 | -2 | -3 | -2 | 1
Cc1[nH]c2ccccc2c1/C=C(\C#N)C(=O)NC1CC1 | -5 | -5 | -98 | 11 | 18 | 34 | -80 | -2 | 0 | 6
CC(=O)c1ccc(Oc2ncnc3sccc23)cc1 | -2 | 2 | -63 | -3 | 5 | 23 | -148 | -4 | -1 | 4
COC(=O)C1(CCSC)NC(c2ccc(O)cc2)C2C(=O)N(c3ccc4c(c3)OCCO4)C(=O)C21 (stereo not drawn) | 2 | 5 | -27 | 1 | -1 | -3 | -11 | -2 | -3 | -9
Cc1cc2ncn(CC(C)C)c2cc1C | 5 | 0 | -6 | -4 | -2 | 5 | -7 | -1 | 0 | 0
CC(=O)Nc1ccc(NC(=O)C2c3ccccc3Oc3ccccc32)cc1 | -8 | 2 | -20 | 6 | -2 | 3 | 8 | -3 | -3 | -7
COc1ccccc1NC(=O)CC1CCCC1 | -1 | 7 | -17 | 1 | 0 | 5 | -3 | -4 | -1 | 2
O=C(NC1CCCC1)C1CCN(C(=O)c2ccc(Cl)cc2Cl)CC1 | -5 | -9 | 13 | -4 | 2 | 2 | 4 | 1 | -3 | 9

The list continues:
compound | GSK3B inh | Platelet DG rel | KLF5 inh | DYRK1A inh | HSF1 inh | HSF1 activator | aSyn UTR inh | HSP90 refold inh | GSK3A inh | IEC-6 tox
Cc1cccn2c(=O)c(C=O)c(N3CCSCC3)nc12 | -1 | 3 | 2 | -1 | 1 | 9 | 19 | -2 | 3 | -6
CC1(C)CC(=O)C(C=NCCN2CCN(C(=O)CCl)CC2)=C(O)C1 | -3 | -3 | -52 | 2 | -1 | 3 | -38 | 0 | 2 | 4
CCCCNCCCOc1cc(Cl)ccc1Cl | -1 | -2 | 5 | 1 | 3 | -13 | 12 | 2 | 3 | -2
O=C(Nc1cnn(Cc2ccc(F)cc2)c1)c1cnccn1 | -4 | -2 | -20 | 9 | 2 | 5 | -3 | 5 | 1 | -3
CCc1nnc(NC(=O)c2cc(Cl)ccn2)s1 | 1 | 15 | -87 | -7 | 7 | 33 | -20 | 2 | -2 | 31*
O=C(NN=c1c(=O)c2ccccc2c1=O)c1ccccc1 | 1 | 3 | -18 | -71 | 13 | 7 | -30 | 4 | 3 | 1

Looked up above.
IEC-6 tox, `CCc1nnc(NC(=O)c2cc(Cl)ccn2)s1` is entered as 31*
aSyn UTR inh, `CC1(C)CC(=O)C(C=NCCN2CCN(C(=O)CCl)CC2)=C(O)C1` is entered as -38

Bioassay records (PubChem BioAssay)

A portion of the library, so the mix of outcomes need not match the whole.
